CRFR2-BP ag: CRF-BP/CRF-R2 complex agonism; activation, % at 13.2 µM; 350,000 tested, 0.46% active; AID 588473; HEK293 CRF-R2/CRF-BP, calcium dye fluorescence (FLIPR); percent of saturating CRF peptide response;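 active = activation of at least 50%, plus an integration ratio under a set limit after plate pattern correction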;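 also: plate controls were neutral control wells without compound for no effect and CRF at EC100 for full effect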
M4 PAM: positive allosteric modulators of human muscarinic M4 receptor; 360,000 tested, 0.4% active; CHO-K1 hM4/Gqi5, Fluo-8 calcium fluorescence, ACh EC20; 0% = ACh EC20, 100% = maximal ACh; activation, % at 3 µM;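 active = activation above its plate's cutoff, the mean activation of sample wells plus 3 SD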; also: some results filed as inactive read as strong as hits
Target sequence (P08173 whole entry, looked up): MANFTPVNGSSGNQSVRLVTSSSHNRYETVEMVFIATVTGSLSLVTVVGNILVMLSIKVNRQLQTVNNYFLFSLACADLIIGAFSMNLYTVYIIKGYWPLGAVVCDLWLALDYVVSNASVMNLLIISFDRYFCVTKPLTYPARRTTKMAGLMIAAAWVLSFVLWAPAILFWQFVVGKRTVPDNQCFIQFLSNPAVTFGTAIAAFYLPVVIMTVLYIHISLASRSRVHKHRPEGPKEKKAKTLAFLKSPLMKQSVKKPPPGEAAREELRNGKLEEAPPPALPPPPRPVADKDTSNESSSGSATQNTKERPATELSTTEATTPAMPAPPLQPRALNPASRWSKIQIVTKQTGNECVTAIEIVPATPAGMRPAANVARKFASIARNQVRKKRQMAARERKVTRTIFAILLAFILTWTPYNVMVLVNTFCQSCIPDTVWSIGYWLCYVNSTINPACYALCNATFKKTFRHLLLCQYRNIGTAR
TAAR1 antagonist: human TAAR1 antagonism; Q96RJ0; CHO RD-HGA16 TAAR1, Fluo-8 calcium fluorescence, antagonist; inhibition, % at 3 µM; 360,000 tested, 1.5% active;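 active = inhibition above a per-plate cutoff, the mean inhibition of test compounds on that plate plus 3 SD, cut at about 49% in these data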;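 also: 0% = DMSO plus EC80 beta-PEA response and 100% = DMSO alone without agonist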
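Assay system: CHO-derived RD-HGA16 cells stably expressing human TAAR1 plus Gα16. Timing: 140 s kinetic read after compound, 140 s after agonist. Technique: kinetic Fluo-8 calcium fluorescence measurement. Measure: % inhibition of agonist calcium response.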
CHO-K1 Ca PAM: M1 PAM counterscreen hit in parental CHO-K1 cells | ATP EC20, Fluo-8 calcium fluorescence; 0% at ATP EC20, 100% at ATP max | activation, % at 3 µM | 360,000 tested, 0.02% active | AID 602247;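 active = activation above the run cutoff, the mean activation of all test compounds plus 3 SD, cut at about 40% in these data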;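 also: peak over basal fluorescence ratio in a 140 s read after ATP addition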
CHRM5 antagonist: antagonists of human muscarinic M5 receptor (CHRM5). 360,000 tested, 0.59% active. CHO-hM5 cells, Fluo-8 calcium fluorescence, ACh EC80. inhibition, % at 3 µM. AID 624040. P08912;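 active = inhibition above a per-plate cutoff, the mean of that plate's test compounds plus 3 SD, cut at about 27% in these data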;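 also: 0% = acetylcholine EC80 with DMSO and 100% = DMSO without agonist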
Target sequence (P08912 whole entry, looked up): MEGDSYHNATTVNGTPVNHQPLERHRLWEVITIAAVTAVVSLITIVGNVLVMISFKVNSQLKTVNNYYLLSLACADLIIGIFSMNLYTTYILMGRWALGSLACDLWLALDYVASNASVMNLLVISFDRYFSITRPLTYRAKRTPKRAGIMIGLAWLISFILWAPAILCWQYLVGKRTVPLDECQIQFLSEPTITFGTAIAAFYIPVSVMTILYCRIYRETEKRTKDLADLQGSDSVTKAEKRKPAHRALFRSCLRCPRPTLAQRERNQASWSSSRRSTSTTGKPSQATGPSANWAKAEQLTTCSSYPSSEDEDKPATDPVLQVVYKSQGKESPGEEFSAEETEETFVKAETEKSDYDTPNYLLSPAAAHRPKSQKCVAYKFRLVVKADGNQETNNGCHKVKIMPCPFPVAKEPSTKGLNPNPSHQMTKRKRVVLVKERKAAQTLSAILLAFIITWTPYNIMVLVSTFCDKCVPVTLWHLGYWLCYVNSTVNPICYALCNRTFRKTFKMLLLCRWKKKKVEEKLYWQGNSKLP
M5 PAM: potentiates acetylcholine response at human M5 receptor | CHO-K1 hM5, Fluo-8 calcium, ACh EC20 PAM; 0% = ACh EC20, 100% = ACh EC100 | activation, % at 3 µM | 360,000 tested, 0.3% active | AID 624038;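 active = activation above the run cutoff, the mean activation of all test compounds plus 3 SD, cut at about 18% in these data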
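Test system: CHO-K1 hM5 cells / Doses: single-point, 3 µM nominal / Times: Post-acetylcholine fluorescence recording 140 s / Technique: Fluo-8 calcium fluorescence / Measure: Max/basal fluorescence ratio as % of EC20–EC100 ACh window / Benchmarks: low control EC20 acetylcholine (0%), high control EC100 acetylcholine (100%) / Replicates: one well per compound, no replicates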
CHRM5 agonist: agonists of human muscarinic M5 receptor (CHRM5); activation, % at 3 µM; AID 624037; P08912; 360,000 tested, 0.19% active; CHO-K1 hM5 cells, Fluo-8 calcium fluorescence; 0% DMSO wells, 100% maximal acetylcholine response;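 active = activation above the run's mean over test compounds plus 3 SD, cut at about 23% in these data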;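 also: signal is peak over basal fluorescence ratio across the kinetic read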
TAAR1 ag: human TAAR1 agonism | Q96RJ0 | CHO RD-HGA16 TAAR1, Fluo-8 calcium fluorescence; vehicle wells 0%, saturating PEA agonist 100% | activation, % at 3 µM | 360,000 tested, 0.99% active | AID 624467;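 active = activation above the mean activation of all test compounds in the run plus 3 SD, cut at about 38% in these data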
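Benchmarks: low control DMSO, high control PEA (EC100); System: CHO RD-HGA16 cells carrying human TAAR1 plus Gα16; Detection: Fluo-8 fluorescence, 5 s baseline then 140 s kinetic read; Schedule: 17-24 h plating, Fluo-8 75 min 37 °C, 30 min RT; Read-out basis: % activation from peak over basal fluorescence ratio, DMSO-to-PEA scaled.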
CRFBP-R2 block: CRF-BP/CRF-R2 complex antagonism. HEK293 CRF-R2/CRF-BP, CRF-induced calcium fluorescence. inhibition, % at 11.8 µM. 350,000 tested, 0.59% active;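 active = inhibition of the ligand-induced calcium signal above about 50% at the single tested concentration, limit read from the data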
* = called active by the depositor; · = no result given.

SMILES | CRFR2-BP ag | M4 PAM | TAAR1 antagonist | CHO-K1 Ca PAM | CHRM5 antagonist | M5 PAM | CHRM5 agonist | TAAR1 ag | CRFBP-R2 block
CC(C)(C)n1nnnc1C(c1ccccc1)N1CCN(c2ncc(C(F)(F)F)cc2Cl)CC1 (stereo not drawn) | · | -5 | 14 | 3 | 4 | -6 | -2 | -1 | ·
Cc1ccc(CNS(=O)(=O)c2ccc(F)c(F)c2)n1C | 1.3 | -4 | 16 | -17 | 1 | 0 | -2 | -4 | -1
O=C(Nc1nnc(-c2ccco2)o1)c1ccc(Cl)s1 | -0.2 | 1 | -3 | 1 | -14 | 5 | -1 | 0 | -8
COc1ccc(C(=O)NC2CCN(S(=O)(=O)c3ccc(F)cc3)CC2)cc1 | -0.2 | -2 | 14 | 17 | -9 | 7 | 4 | -1 | 5
Cn1c2ccccc2c2cc(C(=O)N3CCOCC3)sc21 | 0.7 | 2 | -17 | 10 | -9 | 4 | -3 | 11 | 20
Cc1cn(C(=O)c2ccccc2)c(=S)n1-c1ccc(Cl)cc1 | 0.3 | 12 | 1 | -6 | -1 | 6 | -1 | 8 | -12
COc1ccccc1C(=O)NC(=O)CSc1nnc2ccccn12 | -0.7 | -1 | -20 | -17 | 4 | 4 | 2 | 4 | 3
O=C(O)c1ccccc1-n1cnnn1 | 4.1 | 2 | -15 | 5 | 4 | -3 | -1 | 1 | -5
COc1ccc(CSC(=S)NNc2ccccc2)cc1 | 3.8 | -2 | 1 | 3 | 14 | -5 | -1 | 0 | -16
Cc1cc2c(c(=O)n1Cc1cccnc1)C(c1ccccc1)C(C#N)=C(N)O2 (stereo not drawn) | 0.4 | 7 | 6 | 12 | 0 | -6 | 2 | 6 | -6
CC(C)C[C@H]1CN(CCCC[C@@H]2CNC(=O)C(=O)N2Cc2ccccc2)C(=O)C(=O)N1CC1CCCCC1 | · | -3 | -7 | 3 | 5 | -3 | -1 | -1 | ·
Cc1ccnn1CCC(=O)N1CCCC(CCC(=O)N2CCN(c3ccccn3)CC2)C1 (stereo not drawn) | 0.0 | -1 | 16 | 19 | -1 | 8 | 0 | 4 | 8
CCCCn1c(N)c(N(CC(C)C)C(=O)c2cc(C)nc3ccccc23)c(=O)[nH]c1=O | 1.5 | 1 | -3 | -3 | -3 | 1 | 3 | 1 | -3
O=C1N=C(N2CCOCC2)S/C1=C\c1cccs1 | 0.1 | 5 | 27 | 4 | 2 | 4 | 3 | 2 | 12
Cc1[nH]c2ccccc2c1C(=O)C(=O)NCCc1ccc(S(N)(=O)=O)cc1 | 0.8 | 1 | -2 | 13 | -4 | -2 | 1 | 2 | -8
O=C(O)CCc1nn2c3ccccc3n(CC(=O)c3cccs3)c2nc1=O | 0.8 | 9 | -4 | 20 | 2 | -3 | -6 | 0 | -11
COc1ccc(CNC2CCCc3ccccc32)cc1OC (stereo not drawn) | 2.9 | 5 | 12 | 8 | -6 | -2 | -3 | 0 | -5
NS(=O)(=O)c1ccc(NC(=S)N2CCN(c3ccccc3)CC2)cc1 | -1.7 | -3 | 23 | 2 | -5 | 2 | -1 | 0 | 5
Cc1csc(Nc2nc(N)c(C(=O)Nc3cc(Cl)ccc3F)o2)n1 | -0.2 | -2 | -3 | -3 | 7 | -8 | -1 | 16 | -2
O=C(Nc1cccc([N+](=O)[O-])c1)c1ccccc1 | -1.2 | 16 | 4 | 17 | -4 | 1 | -2 | 0 | 2
COc1ccc(C(C[N+](=O)[O-])C2(c3ccc(OC)c(OC)c3)C(=O)c3ccccc3C2=O)cc1 (stereo not drawn) | 4.2 | -16 | · | 25 | 6 | 11 | 5 | · | 11
O=C(NCc1ccco1)c1cc(=O)c2ccccc2o1 | 0.6 | -2 | 16 | -7 | -5 | 1 | -1 | 1 | -8
COc1ccc(O)c(/C=N/NC(=O)CCC(=O)Nc2cccc(C)c2)c1 | -0.3 | 2 | 7 | -11 | -4 | -2 | 0 | 4 | -15
COc1ccc(C(=O)c2ccccc2)cc1Br | -0.4 | 6 | 4 | 20 | -3 | 0 | -3 | 0 | 11

Arranged by SMILES length (smallest number first): some entries from above
SMILES | CRFR2-BP ag | M4 PAM | TAAR1 antagonist | CHO-K1 Ca PAM | CHRM5 antagonist | M5 PAM | CHRM5 agonist | TAAR1 ag | CRFBP-R2 block
COc1ccc(C(=O)c2ccccc2)cc1Br | -0.4 | 6 | 4 | 20 | -3 | 0 | -3 | 0 | 11
COc1ccc(CNC2CCCc3ccccc32)cc1OC (stereo not drawn) | 2.9 | 5 | 12 | 8 | -6 | -2 | -3 | 0 | -5
O=C1N=C(N2CCOCC2)S/C1=C\c1cccs1 | 0.1 | 5 | 27 | 4 | 2 | 4 | 3 | 2 | 12
O=C(NCc1ccco1)c1cc(=O)c2ccccc2o1 | 0.6 | -2 | 16 | -7 | -5 | 1 | -1 | 1 | -8
O=C(Nc1cccc([N+](=O)[O-])c1)c1ccccc1 | -1.2 | 16 | 4 | 17 | -4 | 1 | -2 | 0 | 2
Cc1csc(Nc2nc(N)c(C(=O)Nc3cc(Cl)ccc3F)o2)n1 | -0.2 | -2 | -3 | -3 | 7 | -8 | -1 | 16 | -2
NS(=O)(=O)c1ccc(NC(=S)N2CCN(c3ccccc3)CC2)cc1 | -1.7 | -3 | 23 | 2 | -5 | 2 | -1 | 0 | 5
COc1ccc(O)c(/C=N/NC(=O)CCC(=O)Nc2cccc(C)c2)c1 | -0.3 | 2 | 7 | -11 | -4 | -2 | 0 | 4 | -15
Cc1[nH]c2ccccc2c1C(=O)C(=O)NCCc1ccc(S(N)(=O)=O)cc1 | 0.8 | 1 | -2 | 13 | -4 | -2 | 1 | 2 | -8
CCCCn1c(N)c(N(CC(C)C)C(=O)c2cc(C)nc3ccccc23)c(=O)[nH]c1=O | 1.5 | 1 | -3 | -3 | -3 | 1 | 3 | 1 | -3
CC(C)C[C@H]1CN(CCCC[C@@H]2CNC(=O)C(=O)N2Cc2ccccc2)C(=O)C(=O)N1CC1CCCCC1 | · | -3 | -7 | 3 | 5 | -3 | -1 | -1 | ·

New compounds follow.
SMILES | CRFR2-BP ag | M4 PAM | TAAR1 antagonist | CHO-K1 Ca PAM | CHRM5 antagonist | M5 PAM | CHRM5 agonist | TAAR1 ag | CRFBP-R2 block
CCOc1ccc(CNC(=O)CS(=O)(=O)Cc2nc(-c3ccc(OC)cc3)oc2C)cc1 | 0.9 | 0 | 1 | 7 | -2 | -3 | 2 | 9 | -24
C=CCNc1nc(N)c(C(=C(C#N)C#N)c2ccc(Br)cc2)s1 | 1.2 | -3 | 68* | 13 | 8 | -4 | 2 | 9 | -61
O=C(CCc1ccc(O)c(O)c1)N/N=C/c1cc2c(cc1[N+](=O)[O-])OCO2 | -0.4 | -3 | -24 | 11 | 10 | -2 | -3 | 0 | 16
O=[N+]([O-])c1cccc(CON=Cc2cc(Cl)ccc2O)c1 | 7.7 | -7 | 31 | 6 | 10 | -14 | -5 | 2 | 14
CN1CCN(C(=S)Nc2ccc(S(N)(=O)=O)cc2)CC1 | -0.7 | 2 | 7 | 6 | 5 | -8 | -5 | 9 | -5
COc1ccc(Nc2c3c(c(C#N)c4nc5ccccc5n24)CCC3)cc1 | 0.1 | 2 | 1 | 15 | 0 | -2 | -1 | 3 | -6
NS(=O)(=O)c1ccc(CCNC(=O)c2nc(CS(=O)(=O)c3ccc(Cl)cc3)no2)cc1 | -0.4 | -2 | 1 | 4 | 4 | -1 | 0 | 1 | -2
CCS(=O)(=O)N1CCC(C(=O)Nc2cccc(F)c2)CC1 | -1.5 | 2 | 1 | -7 | -11 | -2 | 2 | 5 | 5
NC(N)=NS(=O)(=O)c1ccc(N=C2C(=O)Nc3ccccc32)cc1 | 0.3 | -2 | -2 | 9 | -11 | 1 | -1 | 2 | -5
CCOc1ccc(C(=O)CCC(=O)NC2=NCCS2)cc1 | 0.6 | -7 | -1 | -25 | 8 | -3 | 0 | 2 | -4
CC(C)(C)c1ccc(C2(C)NC(=O)N(CC(=O)NC3CCS(=O)(=O)C3)C2=O)cc1 (stereo not drawn) | 5.7 | 11 | -13 | 3 | 8 | -5 | -3 | 3 | 4
N#Cc1ccc(-c2ccc(F)cc2)nc1SCC(=O)Nc1sc2c(c1C#N)CCC2 | -0.4 | -8 | -10 | 0 | 5 | -3 | 0 | 0 | -12

The closing 2 compounds of the part before lead into the next:
SMILES | CRFR2-BP ag | M4 PAM | TAAR1 antagonist | CHO-K1 Ca PAM | CHRM5 antagonist | M5 PAM | CHRM5 agonist | TAAR1 ag | CRFBP-R2 block
CC(C)(C)c1ccc(C2(C)NC(=O)N(CC(=O)NC3CCS(=O)(=O)C3)C2=O)cc1 (stereo not drawn) | 5.7 | 11 | -13 | 3 | 8 | -5 | -3 | 3 | 4
N#Cc1ccc(-c2ccc(F)cc2)nc1SCC(=O)Nc1sc2c(c1C#N)CCC2 | -0.4 | -8 | -10 | 0 | 5 | -3 | 0 | 0 | -12
CCOCCCNC(=O)C(NC(=O)c1ccc2c(c1)OCO2)c1ccccc1 (stereo not drawn) | -3.0 | 12 | -7 | 7 | 0 | 6 | 1 | 1 | -13
CN1CCC(=O)N(CCOc2ccccc2)CC1 | 1.7 | 21 | 7 | -1 | -15 | 20* | 2 | 12 | -3
Cc1ccc(C(=O)NCCOc2ccc(Cl)cc2)cc1 | 0.9 | 1 | 1 | -2 | 3 | -1 | -6 | -3 | 7
O=C(NCCN1CCOCC1)c1ccc2c(c1)N(Cc1ccccc1F)C(=O)c1ccccc1S2(=O)=O | 0.8 | -6 | -14 | 10 | -2 | -4 | -7 | 6 | -6
Cc1cc(OCC(=O)Nc2ccc(CCO)cc2)c2c(C)c(C)c(=O)oc2c1 | -1.2 | -3 | 8 | 5 | 12 | -9 | -3 | 2 | -4
COc1ccc(NC(=O)CC23CC4CC(CC(Br)(C4)C2)C3)c(OC)c1 | -0.5 | 2 | -42 | 2 | 16 | -4 | -3 | 23 | -9
CC1CCC(C(C)C)C(OC(=O)Cn2nnc3c(cnn3-c3ccccc3)c2=O)C1 (stereo not drawn) | 1.5 | 7 | -21 | 0 | -3 | 10 | 3 | -1 | 2
COc1ccc(NC(=S)NC(=O)/C=C/c2ccc(F)cc2)cc1 | 5.1 | 6 | -19 | -7 | 0 | 2 | -4 | 7 | 11
COc1ccc(C2SC[C@@H](C(=O)O)N2C(C)=O)cc1 (stereo partly drawn) | -1.2 | 1 | -16 | 2 | -8 | 3 | 0 | 1 | 11
Cc1ccc(C2C(C#N)=C(N)Oc3cc(C)oc(=O)c32)o1 (stereo not drawn) | -1.4 | 1 | -7 | 8 | 8 | 4 | -1 | 0 | 5
O=C(NC(=S)NCc1ccccc1)c1cccc(Cl)c1 | -2.0 | 4 | -18 | 19 | -10 | 2 | -5 | -2 | -13
Cc1ccc(Nc2nc(-c3ccncc3)cs2)cc1 | 1.3 | 10 | -14 | 3 | 8 | -6 | -10 | 1 | -19
COc1ccc(/C=C2/CCCc3ccccc3C2=O)cc1 | 5.3 | 7 | 1 | -12 | -4 | 15 | 5 | -1 | 4
O=C(N/N=C/c1cnc(N2CCOCC2)s1)c1ccccc1 | -1.6 | -4 | -8 | 16 | 3 | 7 | -2 | -1 | -2

Bioassay records from PubChem.
